# Screens deposited in PubChem BioAssay by several laboratories.
# EphB4 ephrin blk: EphB4-ephrin-B2 interaction antagonists, primary screen, biochemical, TNYL-RAW peptide probe, fluorescence polarization; EphB4 LBD / TNYL-RAW-Alexa532 peptide; inhibition, % at 7 µM; actives 0.15% (n = 97,000); AID 720, 2007;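 active means inhibition above the screen-wide mean inhibition plus 3 SD, cut at about 15% in these data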;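 further: 0% = DMSO wells and 100% = excess unlabeled TNYL-RAW peptide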
# S1P2 blocker: human S1P2 receptor antagonists, primary screen, cell-based; AID 736, 2007; actives 0.21% (n = 97,000); cell-based S1P2 antagonist assay, inhibition at 5 uM; inhibition, % at 5 µM; Sphingosine 1-phosphate receptor 2 (Homo sapiens), O95136; in the data active means inhibition above about 45%;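 further: CRE beta-lactamase reporter cells expressing human S1P2 stimulated with S1P; 0% = agonist at EC80 alone and 100% = agonist plus reference antagonist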
# PostGolgi ctrl: growth inhibition of yeast control strain, primary screen, counter-screen for post-Golgi transport modulator project. inhibition, % at 10 µM. AID 738, 2007. actives 5% (n = 98,000). efflux-deficient yeast background strain, growth absorbance A615, 16 h
# FAK blocker: FAK kinase inhibitors, primary screen, biochemical | AID 727, 2007 | inhibition, %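 (tested at 7 µM)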 | biochemical FAK kinase activity assay | actives 0.84% (n = 97,000) | Focal adhesion kinase 1 (Homo sapiens), Q05397; in the data active means inhibition above about 19%;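 further: 0% = DMSO and 100% = reference compound high control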
# Target sequence (Q05397 whole entry, looked up): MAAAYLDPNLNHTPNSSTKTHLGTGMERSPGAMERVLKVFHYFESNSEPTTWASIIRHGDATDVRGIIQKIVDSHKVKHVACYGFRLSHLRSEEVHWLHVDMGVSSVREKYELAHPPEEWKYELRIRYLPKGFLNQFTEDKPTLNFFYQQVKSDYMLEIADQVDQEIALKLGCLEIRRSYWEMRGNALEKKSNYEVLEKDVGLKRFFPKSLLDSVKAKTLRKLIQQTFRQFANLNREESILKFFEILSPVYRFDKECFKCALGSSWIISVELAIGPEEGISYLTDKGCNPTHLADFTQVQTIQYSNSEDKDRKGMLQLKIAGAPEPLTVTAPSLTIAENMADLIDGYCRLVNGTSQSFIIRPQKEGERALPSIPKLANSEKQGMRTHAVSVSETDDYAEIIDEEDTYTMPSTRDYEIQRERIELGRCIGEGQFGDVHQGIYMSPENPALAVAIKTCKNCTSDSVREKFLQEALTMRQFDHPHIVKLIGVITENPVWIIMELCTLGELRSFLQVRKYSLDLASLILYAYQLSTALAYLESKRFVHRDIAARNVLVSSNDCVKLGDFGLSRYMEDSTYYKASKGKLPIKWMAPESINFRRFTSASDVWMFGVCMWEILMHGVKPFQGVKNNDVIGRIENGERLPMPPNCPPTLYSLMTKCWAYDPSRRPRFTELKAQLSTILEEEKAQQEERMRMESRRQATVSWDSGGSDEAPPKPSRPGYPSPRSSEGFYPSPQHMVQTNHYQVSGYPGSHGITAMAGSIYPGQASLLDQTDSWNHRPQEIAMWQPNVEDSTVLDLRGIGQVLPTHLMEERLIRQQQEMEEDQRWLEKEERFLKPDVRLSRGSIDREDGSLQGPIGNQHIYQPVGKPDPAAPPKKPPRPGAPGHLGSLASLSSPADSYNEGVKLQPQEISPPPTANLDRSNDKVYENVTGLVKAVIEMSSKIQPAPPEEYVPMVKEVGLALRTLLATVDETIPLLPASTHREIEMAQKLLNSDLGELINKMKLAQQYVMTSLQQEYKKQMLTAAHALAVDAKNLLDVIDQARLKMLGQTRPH
# LYP inh 2: PTPN22 phosphatase inhibitors, primary screen, biochemical, DiFMUP fluorescence, 2 µM | Tyrosine-protein phosphatase non-receptor type 22 (Homo sapiens), Q9Y2R2 | recombinant LYP catalytic domain | inhibition, % at 2 µM | actives 0.21% (n = 96,000) | AID 640, 2007;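 active means inhibition at 2 µM at or above a set limit, the screen mean plus 3 SD, cut at about 24% in these data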;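 further: 0% = DMSO with enzyme and 100% = enzyme fully blocked by orthovanadate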
# HIV Rev-RRE inh: HIV-1 Rev-RRE binding inhibitors, primary screen, biochemical, FRET, protein-RNA interaction; Rev peptide-RRE RNA binding; inhibition, % at 8 µM; actives 0.79% (n = 97,000); P05866;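 active means inhibition above the screen-wide mean plus 3 SD, cut at about 35% in these data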;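 further: 0% = median DMSO wells and 100% = median Neomycin B control wells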
# Target sequence (P05866 whole entry, looked up): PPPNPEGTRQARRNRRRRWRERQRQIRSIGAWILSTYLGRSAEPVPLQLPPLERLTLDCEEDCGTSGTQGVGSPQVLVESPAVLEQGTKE
#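 Material: labelled RRE RNA duplex and labelled Rev peptide / Buffer or medium: HEPES pH 7.5 salt buffer with EDTA / Compound dosing: single point, 8 µM final nominal compound concentration / Benchmarks: DMSO low control, neomycin B high control / Timing: 5 min preincubation and 15 min binding, 25 °C / Technique: FRET fluorescence readout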
# PostGolgi yeast: phenotypic screen on post-Golgi transport, primary screen; post-Golgi transport phenotypic cell assay; inhibition, % at 10 µM; actives 0.9% (n = 98,000); AID 739, 2007;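 further: yeast cells grown in 1536-well plates; yeast grown about 18 h at 30C before absorbance read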
# PTPN22 act: LYP phosphatase activators, primary screen, biochemical, DiFMUP fluorescence, 2 µM. recombinant LYP; 0 = plate median, 100 = signal doubled. AID 697, 2007. activation, % at 2 µM. Tyrosine-protein phosphatase non-receptor type 22 (Homo sapiens), Q9Y2R2. actives 0.11% (n = 96,000);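 active means activation at 2 µM above a set limit, the mean plus 5 SD, cut at about 37% in these data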
# S1P2 agonist: S1P2 receptor agonists, primary screen, cell-based | activation, % at 4.5 µM | actives 0.46% (n = 97,000) | S1P2-expressing cell line, agonist reporter read-out; in the data active means activation above about 16%;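 further: 0% = vehicle low control and 100% = maximal reference agonist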
# Active calls of the source: *; / = no result given. Unless noted, no stated cut-off is given here; in the data, active means inhibition above about 30%; inactive means the rest.
# Results follow in this order: EphB4 ephrin blk, S1P2 blocker, PostGolgi ctrl, FAK blocker, LYP inh 2, HIV Rev-RRE inh, PostGolgi yeast, PTPN22 act, S1P2 agonist
CCNc1nc(NC(C)C)nc(NS(=O)(=O)c2ccc(Cl)cc2)n1
  -4.6, 30.5, 6.7, -1.4, -6.9, 6.1, -9.0, 5.7, -6.6
Cc1cccc(N2CCN(C(=O)CN(C)S(=O)(=O)c3ccc4c(c3)CCC(=O)N4)CC2)c1C
  3.0, 6.3, 6.4, 4.5, -8.7, 5.0, 1.7, 5.6, -2.2
COc1ccc(-n2c(Cc3cccn3C)nnc2SCC(=O)Nc2cccc(C)c2C)cc1
  -5.5, 5.3, 12.0, -6.8, -5.6, -2.2, 4.3, 4.5, -5.8
N#CC1=C(N)Oc2cc(Nc3ccccc3)ccc2C1c1ccncc1 (stereo not drawn)
  7.4, 3.7, 12.5, 3.7, -1.4, 12.9, -1.4, 6.8, -4.1
Cc1ccsc1/C=C1\SC(N)=NC1=O
  -7.7, -12.3, 5.0, 2.2, 2.4, 10.9, -1.3, 0.0, -2.1
Cc1ccc(S(=O)(=O)c2nc(C)oc2NCc2ccccc2)cc1
  -9.6, 0.1, 4.4, -1.4, -6.1, 5.5, 13.1, 1.6, -5.2
CN(C)S(=O)(=O)c1cccc(C(=O)N2CCN(Cc3ccccc3)CC2)c1
  3.7, 7.1, 7.8, 3.7, 9.8, 8.6, -0.2, -11.7, -3.5
COC(=O)Cn1nc(-c2ccccc2)c2cc(Cl)ccc21
  -1.2, -8.8, 29.9, 0.2, 0.7, 12.5, 1.2, 2.3, -3.7
CCOC(=O)c1ccc(Nc2c(CC)c(C)nc3ncnn23)cc1
  -7.1, 9.1, 9.4, 1.2, 9.6, -4.3, -0.3, -13.6, 0.4
O=C(CNC(=O)c1ccco1)NCC(=O)OCc1ccc(C(=O)Oc2ccc(Cl)cc2)cc1
  3.5, 14.3, 3.5, -0.4, 8.1, 6.9, -10.5, -5.0, -3.9
COC(=O)c1sccc1NC(=O)c1sccc1C
  1.7, -12.2, /, -7.3, -0.1, -0.4, /, -2.9, 6.2
COC(=O)c1ccc(-c2nc(-c3cccs3)no2)cc1
  2.6, -0.9, -7.2, 1.1, -2.1, 8.3, -3.2, 0.6, -2.0
COC(=O)c1ccc(COC(=O)c2ccc(S(=O)(=O)N3CCC(C)CC3)cc2)o1
  -3.2, -17.4, -2.1, 1.3, -6.7, 4.6, -4.0, 3.9, -3.4
O=C(NNC(=O)c1sc2cccc(Cl)c2c1Cl)Nc1ccccc1
  10.5, 6.6, 5.4, 0.8, 7.8, 10.5, -6.9, -2.7, -8.2
C/C(=N\NC(N)=O)C1(C)CCCCC1
  11.6, -11.2, 21.1, 0.5, 1.2, 2.4, 2.4, -0.6, -2.2

# Molecules shown so far with two or more sulfur atoms, in the order listed:
# Results follow in this order: EphB4 ephrin blk, S1P2 blocker, PostGolgi ctrl, FAK blocker, LYP inh 2, HIV Rev-RRE inh, PostGolgi yeast, PTPN22 act, S1P2 agonist
Cc1ccsc1/C=C1\SC(N)=NC1=O
  -7.7, -12.3, 5.0, 2.2, 2.4, 10.9, -1.3, 0.0, -2.1
COC(=O)c1sccc1NC(=O)c1sccc1C
  1.7, -12.2, /, -7.3, -0.1, -0.4, /, -2.9, 6.2

# Next section
# Results follow in this order: EphB4 ephrin blk, S1P2 blocker, PostGolgi ctrl, FAK blocker, LYP inh 2, HIV Rev-RRE inh, PostGolgi yeast, PTPN22 act, S1P2 agonist
Cc1nn(Cc2cccc(F)c2)c(C)c1NC(=O)c1c([N+](=O)[O-])c(C)nn1C
  -3.9, 8.8, 1.2, 0.0, 3.2, 1.8, 0.8, -0.4, -0.9
CCCCCCNS(=O)(=O)c1ccc(OC)c(OC)c1
  -7.5, -2.8, -1.2, 1.0, -3.7, 0.7, -3.1, 1.4, -3.5
O=C(CCn1c(=S)[nH]c2cc3c(cc2c1=O)OCO3)N1CCN(C2CCCCC2)CC1
  -3.4, -7.4, /, -2.6, -11.8, 5.6, /, 8.7, -3.4
CCOC(=O)N1CCN(C(=O)CSCC(=O)Nc2nc(-c3cccs3)cs2)CC1
  1.0, -17.3, /, -1.6, -14.8, 5.6, /, 8.5, -2.3
O=C(NCCN1CCN(Cc2ccccc2)CC1)C1CC(=O)N(C2CCCC2)C1 (stereo not drawn)
  -9.2, 0.8, 9.9, -4.8, -10.3, 1.2, 2.3, 8.6, -0.9
CCOC(=O)N1CCC(NC(=O)CCc2c(C)nc3ncnn3c2C)CC1
  -8.9, -2.5, 9.2, 0.3, -5.9, 1.5, -3.8, 3.4, -5.0
CN(C)S(=O)(=O)CC12CCC(CC1=O)C2(C)C (stereo not drawn)
  -0.9, -29.2, 2.8, -1.4, -1.1, 10.4, 1.2, 1.2, 0.3
Cc1nc(-c2cccc(S(=O)(=O)N3CCCCCC3)c2)cs1
  -7.5, -9.0, 15.6, -0.1, 9.5, 8.3, -4.2, -6.8, -2.5
COc1ccccc1C1N(c2ccc(Cl)cc2)C(=O)C2CCCN21 (stereo not drawn)
  -9.8, -15.0, 17.2, -0.7, -7.7, 12.3, -3.1, 5.0, -4.6
CCOC(=O)C1=C(N)N2C(=O)CSC2=C(C(=O)OC)C1
  -6.4, 15.5, -1.6, -2.9, -3.0, 15.6, -26.0, 0.5, -5.0
Cc1ccc(OCC(=O)NCc2cccs2)cc1
  -4.1, -19.6, 3.1, 0.5, -2.6, 15.4, 2.7, 1.0, 2.5
Cc1cccc(-n2c(=O)c3c(n4cnnc24)-c2ccccc2CC32CCCCC2)c1
  11.9, 17.0, 45.9*, 1.9, 5.4, 6.3, -17.5, -2.2, -9.0
Cc1nc2cc(-c3sccc3-n3cccc3)nn2c(C)c1C
  -2.5, -0.7, 17.2, -4.7, 7.0, 0.0, 4.5, -4.2, -1.1
O=C1C2=C(SCCS2)C(=O)N1CCCO
  3.0, 19.7, 10.7, 4.4, 1.5, 7.4, 2.2, -1.6, -3.2
Cn1c2ccccc2c2cc(C(=O)NNS(=O)(=O)c3ccc(F)cc3)sc21
  -2.5, 14.3, 55.2*, 5.5, 6.8, 18.4, 14.9, -5.3, -4.0
C=CCc1cccc2cc(C(=O)O)c(=O)oc12
  -2.3, -3.6, -3.0, 0.1, -4.9, 3.8, -5.4, 5.3, -2.9
O=C(CN1CCN(c2ncccn2)CC1)N1CCCc2c1c(=O)oc1ccc(O)cc21
  7.8, -14.5, /, -0.4, 8.2, 7.2, /, -8.6, -4.2
COc1ccc(NC(=O)C(NC(C)=O)C(=O)NCc2ccccc2Cl)cc1 (stereo not drawn)
  6.2, 17.5, 14.0, 3.9, 9.7, 1.7, 16.8, -3.9, -7.5
CC(=O)C(Sc1nc(N2CCOCC2)nc(N2CCOCC2)n1)C(=O)Nc1ccccc1 (stereo not drawn)
  3.7, -10.9, 14.7, -1.8, -1.3, 4.2, -2.1, -0.1, -1.7
CC(=O)c1cc(-c2ccc(F)cc2)n(CCC(=O)Nc2cc(C)[nH]n2)c1C
  3.7, 1.0, 8.2, -3.0, 8.1, 4.5, 0.0, -11.9, -5.6
N#CC1=C(N)NC(SCC(=O)Nc2ccccc2)=C(C#N)C12CCCCC2
  3.0, 9.7, /, -1.9, 4.9, 4.9, /, -2.9, -3.6
Cc1noc(C(=O)N2CC3(C)CC2CC(C)(C)C3)c1Cl (stereo not drawn)
  -0.2, 3.2, 6.3, 3.8, /, 2.0, -3.9, /, -2.6
Nc1c2c(nc3ccccc13)CCC2
  -6.5, -27.1, 1.7, 0.9, -3.0, 3.2, -5.3, 0.0, -1.6
CCOc1ccc(OCC)c(NC(=O)C2CCCN2S(=O)(=O)c2cccc3cccnc23)c1 (stereo not drawn)
  1.2, -18.4, 26.7, 0.7, -5.5, 6.7, 5.8, 2.5, -8.2
O=C(O)c1cn(-c2ccccc2)c(=O)c2ccccc12
  1.3, -3.6, 1.5, -3.8, -8.9, 1.9, 0.6, 11.5, -0.1
Cc1ccc(NC(=O)c2ccc(CSc3nnc(C)s3)cc2)cc1
  1.9, 7.9, -3.2, 11.6, 10.9, -4.0, -6.7, -8.2, -3.6
COc1ccc(-c2nc3ccccc3s2)cc1O
  -1.4, -3.9, 17.8, 4.4, -1.8, 6.2, -1.0, 1.7, -3.9
COC(=O)c1ccccc1NC(=O)n1cc(C)cn1
  -8.7, 4.1, -0.1, -1.5, -5.1, 5.8, 1.0, 2.2, -2.7
CCC(Oc1ccccc1)C(=O)N1CCN(c2ccccn2)CC1 (stereo not drawn)
  -2.1, 4.9, 10.2, -2.0, 3.4, 7.4, 5.0, -3.9, -1.3
CCOCC(=O)Nc1cc(-c2cn3cccnc3n2)ccc1C
  -4.0, -8.5, 36.0*, -3.0, 15.3, 6.5, -20.9, -15.8, -5.0
COc1ccc(-c2oc3ccccc3c(=O)c2OC(=O)c2ccc(C)cc2)cc1
  0.1, 7.0, 6.8, -1.8, 10.7, 14.9, -13.9, -8.0, -3.6
CC(=O)c1c(NCc2ccccc2)nc(=O)n(-c2ccccc2)c1C
  0.0, -17.4, -4.7, -0.1, -10.2, -2.6, -12.2, 7.4, -3.2
O=C(Nc1nc2c(s1)CCCC2)C1COc2ccccc2O1 (stereo not drawn)
  2.1, 15.1, -0.3, 11.8, -5.3, 12.1, 22.7, 3.5, -5.3
Cc1noc(NS(=O)(=O)c2ccc(NC(=O)COc3ccccc3)cc2)c1C
  -2.6, -9.0, 8.3, -0.6, -6.7, 1.9, 2.5, -0.9, 1.3
CC(=O)c1ccc(OCC(O)CN2CCCC(C)C2)cc1 (stereo not drawn)
  0.4, 15.6, 1.5, -1.8, -2.5, 4.2, -3.0, -0.6, -3.8
CCOC(=O)C1CCCN(C(=O)CC(C)c2ccccc2)C1 (stereo not drawn)
  -4.3, 1.6, 0.1, -2.2, 2.7, -0.6, -2.9, -6.0, -6.1
CCOC(=O)C1=C(O)c2ccccc2C(=O)/C1=C\c1ccc(CC)cc1
  -10.8, 4.2, 9.2, 0.4, 7.2, -269.8, 1.7, -2.2, -8.7
NS(=O)(=O)c1ccc(CCNC(=O)C2CCCN2C(=O)OCc2ccccc2)cc1 (stereo not drawn)
  -2.0, 17.3, -4.6, 3.8, 4.0, 7.2, 8.4, -5.4, -1.1
Cc1nn(-c2ccccc2)c(-c2ccccc2)c1C(=O)O
  -4.1, 10.8, 17.5, -2.0, -0.9, 4.1, 0.8, 1.2, -0.8
Nc1nc(-c2ccc(Cl)cc2Cl)cn1N
  7.7, 10.3, 14.8, 4.3, 4.3, 15.0, -4.8, -1.1, 1.1
O=C(Nc1cccc(Cl)c1)N(CCN1CCOCC1)Cc1cccc(Cl)c1
  -4.7, 1.9, 16.0, 7.0, -2.6, 14.6, 2.7, 6.9, -0.3
CCOC(=O)Cc1csc(SCC(=O)N2CCN(c3ccc(OC)cc3)CC2)n1
  -5.6, 18.8, -2.8, -1.4, -8.9, 3.0, -0.3, 5.6, -3.0
Cc1nn(C)c(Oc2ccc(Cl)cc2)c1C(=O)O
  0.6, 11.7, 3.0, 1.1, -2.9, 10.0, 3.3, 4.5, -1.2
COc1ccc(C)cc1NC(=O)CSc1nnc(-c2ccc(OC)c(OC)c2)n1N
  -4.4, -34.8, 5.5, 1.6, 1.1, 1.3, 4.1, -3.3, 10.9
C/C=C/COC(=O)c1[nH]c2c(c1C)C(=O)CC(c1ccco1)C2 (stereo not drawn)
  -3.6, -7.0, 18.9, 7.1, 1.1, -4.8, 2.2, -2.7, -1.1
O=C(NCc1ccco1)C1CCCN(S(=O)(=O)c2ccc(Cl)cc2)C1 (stereo not drawn)
  9.0, 0.1, -1.7, -2.2, -4.3, -4.1, 15.4, 1.7, -10.9
